Myeloid diff MLP: compounds promoting myeloid differentiation; ER-HoxA9 myeloid progenitors, lysozyme-GFP differentiation, flow cytometry; hit rate 1% among 360,000; calls only at 10 µM;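 active = normalized GFP-positive differentiation at or above the plate's own cutoff, the solvent-only control mean plus 3 SD; inconclusive = no clear call, values can overlap the other calls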;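 also: cells exposed to compound for four days before flow analysis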
UTI89 phage lysis: protection from phage-mediated lysis, alamar blue read-out – E. coli UTI89, K1F phage, bacterial capsule biogenesis inhibitors (AID 488966) | inhibition, % at 100 µM, or IC50 in µM where a hit was titrated | E. coli UTI89 K1F phage lysis, alamar blue, 2 h; higher % means a stronger effect | hit rate 0.02% among 340,000;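 active = phage lysis inhibition, versus mean bacterial control, above a set limit; inconclusive = no clear call, values can overlap the other calls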;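 also: capsule biogenesis inhibitors block K1F phage lysis so surviving cells raise fluorescence; higher fluorescence means more inhibition of phage lysis; actives were called in the ten point dose series up to 300 µM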
Hep lipid drop: hepatic lipid droplet formation modulation | AID 1656 | hit rate 0.4% among 240,000 | inhibition, % at 6.5 µM | AML12 mouse hepatocytes, oleate lipid droplets, BODIPY imaging;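 active = lipid droplet intensity inhibited by at least 50%, with more than 500 cells counted; inconclusive = wells with under 300 cells, treated as cytotoxic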
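Assay system: AML12 mouse liver cells | Compound dosing: One dose, 6.5 µM compound | Read-out basis: Droplet intensity reduction, % inhibition | Measured by: Fluorescence imaging, 20x objective, two fields per well | Schedule: Overnight treatment with compound plus oleate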
Hep lipid drop cells 6.5 µM: further read-out of Hep lipid drop, marked with its call; cell count; measured here: cell count, cytotoxicity flag;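 cells counted across two imaged fields per well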
Myeloid diff MLP GFP+ MAC1+ %: also measured in Myeloid diff MLP; calls as there; GFP+ MAC1+ double positive, %; measured here: differentiation confirmed by MAC1 staining
* marks the source's active call; other numbers are inactive results; i = inactive; ? = inconclusive; nt = not tested or not shown; [ ] = remark or other dose. The list is partial (hit frequency here may not be typical).

SMILES	Myeloid diff MLP	Myeloid diff MLP GFP+ MAC1+ %	UTI89 phage lysis	Hep lipid drop	Hep lipid drop cells 6.5 µM
Cc1ccccc1CNC(=O)C1CCCN(c2nnc(C)c3c(C)n(-c4ccccc4)nc23)C1 (stereo unspecified)	i	0.7	0.3%	0	763
CCOC(=O)C1CCCN(CCSc2ccc(C)cc2)C1 (stereo unspecified)	i	0.4	i	-2	832
Cc1cc(C)c(C)c(S(=O)(=O)NCc2ccc(C(=O)N3CCN(C)CC3)cc2)c1C	i	0.6	0.0%	-71	660
CC1(C)OC2CCN3C(C(O)COS3(=O)=O)C2O1 (stereo unspecified)	i	1.3	4.3%	5	776
CC(C)Cn1c(N)c(C(=O)COC(=O)COc2cccc(C(F)(F)F)c2)c(=O)n(C)c1=O	i	1.3	-0.7%[50 µM]	-12	786
Cc1cccc(CC(=O)NCC2CCCCC2)c1	i	0.6	3.4%	-9	806
CCC(C)NC(=O)C1CCN(S(=O)(=O)c2ccc3nc4c(c(C(=O)O)c3c2)CCCCC4)CC1 (stereo unspecified)	?	nt	-0.3%	8	791
CCNC(=O)CCn1nc(-c2ccc(C)cc2)c2ccccc2c1=O	i	0.5	0.1%	9	404
COc1cccc(/C=C2/Sc3ccc(C(=O)NCCCN4CCCC4)cc3NC2=O)c1	i	5.6	0.9%	19	783
COCCC(=O)Nc1c(-c2ccccc2)c2cc(Br)ccc2[nH]c1=O	i	1.0	0.7%	-12	760
OCCC1CN(Cc2ccc3cccc(F)c3n2)CCN1Cc1ccccc1 (stereo unspecified)	i	1.1	-2.5%	-14	759
CSCC[C@H](NC(=O)N1CCn2c1nc1ccccc12)C(=O)NCc1ccccc1	i	0.9	-0.1%	0	770
COc1ccc(Cl)cc1NC(=O)CN1CCN(S(=O)(=O)N2CCOCC2)CC1	i	0.5	0.0%	5	802
Cn1c(=O)c(=O)n(C)c2cc(S(=O)(=O)N3CCOc4ccccc43)ccc21	i	0.7	0.4%	-6	793
COCCC(=O)N1CCC(Oc2ccc(C(=O)N3C[C@@H]4CCC[C@H]3C4)cc2)CC1	i	4.0	-2.2%	-7	751

Copied from above (4 entries):
SMILES	Myeloid diff MLP	Myeloid diff MLP GFP+ MAC1+ %	UTI89 phage lysis	Hep lipid drop	Hep lipid drop cells 6.5 µM
OCCC1CN(Cc2ccc3cccc(F)c3n2)CCN1Cc1ccccc1 (stereo unspecified)	i	1.1	-2.5%	-14	759
CSCC[C@H](NC(=O)N1CCn2c1nc1ccccc12)C(=O)NCc1ccccc1	i	0.9	-0.1%	0	770
COc1ccc(Cl)cc1NC(=O)CN1CCN(S(=O)(=O)N2CCOCC2)CC1	i	0.5	0.0%	5	802
Cn1c(=O)c(=O)n(C)c2cc(S(=O)(=O)N3CCOc4ccccc43)ccc21	i	0.7	0.4%	-6	793

(next part)
SMILES	Myeloid diff MLP	Myeloid diff MLP GFP+ MAC1+ %	UTI89 phage lysis	Hep lipid drop	Hep lipid drop cells 6.5 µM
CC(C)(C)c1cc(NS(=O)(=O)c2cccs2)no1	i	0.2	1.1%	0	871
Cc1ccc(/C=N/NC(=O)c2c(-c3ccccc3)noc2C)c(O)c1	i	6.9	0.3%	-7	680
CC(=O)N(Cc1cc(=O)[nH]c2ccccc12)c1ccccc1C	i	0.8	2.0%[50 µM]	-18	835
Cc1ccc(NC(=O)CCNC(=O)c2ccc(Br)cc2)nc1	i	1.3	0.1%	-1	857
CCOC(=O)C1=C(COC(=O)/C=C/c2ccc(Cl)cc2)NC(=O)NC1C (stereo unspecified)	i	1.9	0.1%	-2	714
COc1ccc(C(=O)Cc2cc3ccccc3oc2=O)cc1	i	0.4	0.3%	-1	826
COc1ccc(-c2cc(C)no2)cc1S(=O)(=O)NCCCN1CCN(c2ccccc2)CC1	?	nt	0.0%	-16	688
CC(=O)Nc1ccc(C(=O)NC2CCSc3ccccc32)cc1 (stereo unspecified)	i	1.3	1.6%	-8	854
CCOC(=O)c1c(C)[nH]c(C)c1S(=O)(=O)N(C)CC(=O)Nc1cccc(F)c1	i	1.2	0.5%	2	741
O=C(Cc1ccccc1F)OCN1C(=O)c2ccccc2C1=O	i	0.7	2.3%[50 µM]	13	890
CCCc1cc(=O)oc2c3c(cc(OCC(=O)N[C@@H](C)C(=O)O)c12)OC(C)(C)CC3	i	0.5	0.2%	-4	832
Cc1cc(NC(=O)c2ccccc2C)no1	i	1.3	-0.4%	-7	833
CCOc1ccc(CNC2CCCCCCC2)cc1OC	i	0.9	0.6%	4	835
CC(=O)Oc1ccc(C2=NN(c3ccccc3)C(c3ccccc3)C2)cc1 (stereo unspecified)	i	0.4	0.2%	-9	855
COc1ccccc1-n1cnnc1SCC(=O)Nc1ccccc1	i	0.0	-0.8%	-9	736

An excerpt from above in order of formula weight, rising:
SMILES	Myeloid diff MLP	Myeloid diff MLP GFP+ MAC1+ %	UTI89 phage lysis	Hep lipid drop	Hep lipid drop cells 6.5 µM
CC(C)(C)c1cc(NS(=O)(=O)c2cccs2)no1	i	0.2	1.1%	0	871
CC(=O)N(Cc1cc(=O)[nH]c2ccccc12)c1ccccc1C	i	0.8	2.0%[50 µM]	-18	835
COc1ccccc1-n1cnnc1SCC(=O)Nc1ccccc1	i	0.0	-0.8%	-9	736
CCOC(=O)C1=C(COC(=O)/C=C/c2ccc(Cl)cc2)NC(=O)NC1C (stereo unspecified)	i	1.9	0.1%	-2	714

New compounds follow:
SMILES	Myeloid diff MLP	Myeloid diff MLP GFP+ MAC1+ %	UTI89 phage lysis	Hep lipid drop	Hep lipid drop cells 6.5 µM
NC1=NC(c2ccccc2C(F)(F)F)N(c2ccc(F)c(Cl)c2)C(N)=N1 (stereo unspecified)	i	0.8	0.1%	2	691
O=C1c2cccnc2C(=O)N1Cc1ccc(S(=O)(=O)NCc2ccco2)cc1	i	0.0	0.2%	17	781
CC(C)=CCN1CCN(Cc2cc3ccccc3[nH]2)CC1CCO (stereo unspecified)	i	0.3	2.1%	2	771
Cc1c(NC(=S)NC(=O)c2ccccc2Br)c(=O)n(-c2ccccc2)n1C	i	0.3	-0.8%[50 µM]	-4	785
CCC1CCCCN1CCCNC(=O)c1c(O)nc2ccccn2c1=O (stereo unspecified)	i	1.8	0.3%	13	752
CCN1CCN(C(=O)CSc2ccc(C)cc2)CC1	i	0.5	0.3%	8	812
O=C(COc1ccc2ccc(=O)oc2c1)NC(Cc1ccc(Cl)cc1)C(=O)O (stereo unspecified)	i	1.0	3.1%	-2	813
Cc1cccc(S(=O)(=O)c2c(C)cc(C)[nH]c2=O)c1	i	0.1	0.5%	-1	724
O=C(CCNC(=O)C1CCN(S(=O)(=O)c2ccc(F)cc2)CC1)Nc1ccccc1	i	0.2	0.1%	16	750
O=C(NC(=S)Nc1cccc2cc(O)ccc12)c1ccccc1Br	i	1.0	-0.2%	-65	661
CCOC(=O)C1CCCN(C(=O)Cn2ncc3c([nH]c4ccc(C)cc43)c2=O)C1 (stereo unspecified)	i	0.0	0.1%	-6	640
Cc1cc(Cn2ccnc2)c(C)c([N+](=O)[O-])c1Cn1ccnc1	i	0.3	2.1%[50 µM]	7	871
COC(=O)c1cc(CN2C(=O)c3ccccc3C2=O)c(O)c([N+](=O)[O-])c1	i	0.7	-0.2%	1	841
Cc1ccc(-c2c(C(=O)N/N=C/c3ccc(C)o3)nnn2-c2nonc2N)cc1	i	2.1	0.2%	12	700
CC(C)CC(=O)Nc1c(C(=O)N2CCN(Cc3ccccc3)CC2)oc2ccccc12	i	0.6	0.0%	-16	811
COc1ccc(C(=O)NC2CC3CCCC(C2)N3CC(C)C)cc1 (stereo unspecified)	i	0.4	-0.5%	5	810
CCOc1ccccc1N1CCN(c2ncnc3scc(-c4ccc(OC)cc4)c23)CC1	i	0.6	0.7%[50 µM]	-15	778
CCS(=O)(=O)c1nc(S(=O)(=O)c2ccc(C)cc2)c(N2CCC3(CC2)OCCO3)s1	i	1.6	0.1%	-31	651
CN(CC(=O)NCc1ccc2c(c1)OCO2)S(=O)(=O)c1ccc(F)cc1	i	0.6	-0.6%	-1	811
COc1ccccc1C(=O)NCCC(=O)NCCC12CC3CC(CC(C3)C1)C2	i	2.6	-0.3%	-2	691
COC(=O)C1CCCCN1C(=O)c1cccc(OC2CCN(C(=O)C3CC3)CC2)c1 (stereo unspecified)	i	1.7	0.9%[50 µM]	-2	761
O=C(Cn1ncn2c(cc3ccccc32)c1=O)NCCc1cccs1	i	5.1	0.4%	3	697
COc1ccc(C(=O)NNC(=O)COc2ccc(Cl)cc2)c(OC)c1	i	0.6	-0.4%[50 µM]	-26	800
CCN(CC)c1ccc(C=NCCNS(=O)(=O)c2ccc(C)cc2)cc1	i	0.6	-0.4%	0	775
CCc1[nH]nc(C(=O)NC2CCCN(Cc3ccccc3F)C2)c1C (stereo unspecified)	i	2.9	0.1%	2	703
Cc1ccc(C(=O)NCCCNC(=O)Cc2ccccc2)cn1	i	0.9	0.1%	-3	649
COc1ccc(-n2nc(C(=O)NCC(=O)NCCC3=CCCCC3)c3ccccc3c2=O)c(OC)c1	i	1.1	-0.1%	1	784
COc1ccc(NC(=S)NCc2ccccc2Cl)c(OC)c1	i	0.6	-1.9%	-9	860
CCN(CC)c1ccc(NC(=O)CCNS(=O)(=O)c2ccc3c(c2)CCC(=O)N3)c(C)c1	i	1.7	2.9%	20	697
O=C(N/N=C/c1cccc2ccccc12)c1ccncc1	i	0.6	-2.9%	-6	806
CCN1C(=O)[C@H]2[C@@H](c3ccc(C)cc3)N3C(=O)N(c4cccc(C)c4)C(=O)[C@@]3(Cc3ccccc3)[C@H]2C1=O	i	1.3	0.6%	-2	762
CC(NC(=O)Cc1ccc(NS(=O)(=O)c2cccc(C(F)(F)F)c2)cc1)c1ccccn1 (stereo unspecified)	i	1.1	-0.1%	-9	735
C=CCNC(=O)C(=O)NCC(c1ccc2c(c1)OCO2)N1CCOCC1 (stereo unspecified)	i	8.0	0.0%	12	799
COc1ccc(N(CC(=O)Nc2cc(OC)cc(OC)c2)S(=O)(=O)c2c(C)n[nH]c2C)cc1	i	0.4	-0.9%	-4	704
CNC(=O)CSc1nc2cccnc2n1-c1ccc(F)cc1	i	0.3	1.0%	38	835
O=C(CNC(=O)COc1ccccc1)NCc1cccnc1	i	0.5	0.8%	-4	744
COC(=O)c1ccc(CN2C(=O)c3ccccc3C2=O)cc1	i	0.2	2.2%	10	800
CCC(Oc1ccccc1)C(=O)Nc1ccccc1C(=O)N1CCN(C)CC1 (stereo unspecified)	i	1.3	-0.6%[50 µM]	-1	634
CCc1ccc(NS(=O)(=O)c2c(C)nc3sc(CC)nn3c2=O)cc1	i	2.9	-0.7%	8	760
O=S(=O)(/N=C(/c1ccccc1)N1CCOCC1)c1ccc(F)cc1	i	0.8	0.0%	-10	814
O=C(Nc1ccc(N2CCOCC2)c(Cl)c1)c1ccc(-n2cnnc2)cc1Cl	i	5.8	0.0%	7	643
O=C(CSc1nnc(COc2ccccc2)o1)NC1CC2CCC1C2 (stereo unspecified)	i	1.6	0.0%	-16	689
CC(C)c1ccc(NC2CCCN(C(=O)CCN3CCCCC3=O)C2)cc1 (stereo unspecified)	i	1.1	0.0%	-5	660
Cc1ccc(C2c3[nH]c4ccccc4c3C[C@H]3C(=O)N(c4ccccc4C(=O)N4CCC(C(=O)O)CC4)C(=O)N23)cc1 (stereo partly specified)	i	2.3	1.9%	-8	741
Cn1c(COc2ccccc2O)[n+](C)c2ccccc21	i	0.8	0.5%	-1	814
Cc1ccc(C)c(NC(=O)c2cc(C)nc3ccccc23)c1	i	1.0	1.6%	-5	823
CCN(C(=O)COc1ccc(C(=O)c2ccccc2)cc1)c1ccccc1	i	1.7	-0.2%	-18	592
C=CCN(CC=C)C(=O)CN1C(=O)NC(c2ccccc2)(c2ccccc2)C1=O	i	0.8	-0.4%	1	832
Cc1ccccc1OCC(=O)NCC(=O)OCc1ccc(Br)cc1	i	1.0	1.1%[50 µM]	2	869
Cc1ccccc1-c1nc(CS(=O)CC(=O)NC2CC2)c(C)o1 (stereo unspecified)	i	1.4	0.1%	6	718
Cc1ccccc1CN1CCN(C(=O)c2cc(-c3ccncc3)nc3ccccc23)CC1	i	1.6	-0.3%	-6	702
CCCCN(C(=O)CCC(=O)Nc1cc(C)on1)C(C(=O)NC1CCCC1)c1ccc(OC)cc1 (stereo unspecified)	i	1.5	-0.1%	46	693
COC(=O)COc1ccc(S(=O)(=O)NCc2ccccn2)cc1	i	0.7	0.2%	-2	811
O=C(NCCc1ccccc1)c1cccc(N2CCCC2=O)c1	i	4.8	4.1%	-1	663

From PubChem
